Growth percent in the NCI-60 one-dose screen (48 h, 10 µM unless noted): 100 = growth as untreated, 0 = no growth, -100 = all killed.
SF-268: SF-268 CNS cancer cells | 3.1% of 82,000 active | AID 1794759
HCT-116: HCT-116 colon cancer. 7.3% of 82,000 active
U251: U251 CNS tumor cells; 5.4% of 80,000 active
SF-295: SF-295 CNS cancer cells; 5.6% of 79,000 active
SNB-19: SNB-19 CNS cancer cells | 2.5% of 81,000 active
SF-539: SF-539 CNS cancer | 6.8% of 81,000 active
HCC-2998: HCC-2998 colon cancer. 4.7% of 79,000 active
KM12: KM12 colon cancer cells; 5% of 82,000 active
SNB-75: SNB-75 CNS cancer; 5% of 79,000 active; AID 1794750
An asterisk follows results filed as active; . = not tested or not shown; & = joins results of further samples; ! = not active in a repeat. Rule for the calls: active = growth percent below 10; inactive = the rest.

SMILES	SF-268	HCT-116	U251	SF-295	SNB-19	SF-539	HCC-2998	KM12	SNB-75
O=C(Cc1cccc(OC(F)(F)F)c1)Nc1ccc(CCCCc2nnc(NC(=O)Cc3ccccn3)s2)nn1	79	40	82	61	85	82	91	69	79
COc1ccccc1/C=N/N=C(N)N	107	104	99	93	103	101	111	102	89
CCC(=O)OC1CCCCC1OC(=O)CC (centres undefined)	103	106	96	101	96	95	113	99	120
Fc1ccccc1[C@@H]1Nc2c(ccc3cccnc23)[C@@H]2C=CC[C@@H]21	105	90	101	102	103	104	100	101	82
CCOC(=O)N(O)c1ccc(/C=C/c2ccccc2)cc1	81&86	18&11	58&55	11&42	74&91	85&96	66&59	65&79	96&94
O=C(O)C(Oc1ccccc1)Oc1ccccc1	108	100	99	102	108	99	98	110	93
CCN(CC)CCCNc1nc(C)cc(Nc2ccc3nc(C)cc(N)c3c2)n1	93	93	100	95	108	103	98	101	91
CCCCCC(=O)OCC(COC(=O)CCCCC)OC(=O)CCCCC	103	99	101	102	94	100	110	105	106
Cc1ccc(S(=O)(=O)n2cc(C(=O)C(=O)N3CCCCC3)c3ccccc32)cc1	78	66	91	60	98	91	82	88	74
CC1=CC(C)(C)NC(=S)N1c1ccc([N+](=O)[O-])cc1	109	88	107	92	108	97	107	96	88
CCCC(=O)OCC1OC(n2cnc3c(=S)nc[nH]c32)C(OC(=O)CCC)C1OC(=O)CCC (centres undefined)	52	36	88	37	74	22	2.1*	43	53
O=C(NCCNC(=O)c1cc(S(=O)(=O)NCCc2ccccc2)c(O)c(O)c1O)c1cc(S(=O)(=O)NCCc2ccccc2)c(O)c(O)c1O	46	33	31	.	36	20	39	34	63
CN1C(=O)C(N=Nc2ccc([N+](=O)[O-])cc2)SC1=S (centres undefined)	68&65	70&62	69&63	46&185	81&69	68&67	-0.4*	53&48	91&86
COC(=O)C1=Nc2ccc(F)cc2/C1=C\c1sc(=O)[nH]c1S	90	93	94	108	86	92	106	.	98
CCSc1ncnc2nc[nH]c12	126	110	97	117	100	97	108	121	90
CN(C)N1C(=O)C2C3C=CC(O3)C2C1=O (centres undefined)	121	111	100	128	118	99	103	107	95
COc1ccc(C2=NN(C(=O)c3cc(-c4ccc(OC)cc4)nc4ccccc34)C(c3cc(-c4ccccc4)nn3-c3ccccc3)C2)cc1 (centres undefined)	76	94	82	91	91	104	106	80	103
CC(=O)N1N=C(c2ccccc2)CC1c1cn(Cc2ccc(Cl)cc2)c2ccccc12 (centres undefined)	88	64	84	101	83	89	100	89	91
COc1ccc(/C=C2\N=C(C)N(CCc3ccc(S(N)(=O)=O)cc3)C2=O)cc1OC	105	95	102	103	96	99	118	104	84
COc1ccc(-c2ncnc3c2ncn3C/C=C/CCl)cc1	87&88	77&47	77&64	93&109	79&88	99&76	95&91	102&85	105&128
Nc1cccc2cnccc12	111	102	107	105	115	98	100	110	97
COc1ccc(NC(=S)N/N=C/c2ccccc2SSCCC(=O)OC[C@H]2O[C@H](O)[C@H](O)[C@@H](O)[C@@H]2O)cc1	61	73	59	59	72	92	94	63	86
O=C(c1ccc(F)cc1)c1ccc(F)cc1	120	102	101	109	92	104	101	102	81
O=C(O)CCN(CCC(=O)O)S(=O)(=O)c1ccccc1	99	97	102	107	106	98	95	103	96
CCCCCc1ccc(S(=O)(=O)N(C(C)=O)c2cccc(-c3csc(N(CCN4CCN(C)CC4)C(C)=O)n3)c2)cc1	63	-66*	-11*	-68*	61	-81*	-81*	27	64

Compounds from the list above that contain fluorine, in the order listed:
SMILES	SF-268	HCT-116	U251	SF-295	SNB-19	SF-539	HCC-2998	KM12	SNB-75
O=C(Cc1cccc(OC(F)(F)F)c1)Nc1ccc(CCCCc2nnc(NC(=O)Cc3ccccn3)s2)nn1	79	40	82	61	85	82	91	69	79
Fc1ccccc1[C@@H]1Nc2c(ccc3cccnc23)[C@@H]2C=CC[C@@H]21	105	90	101	102	103	104	100	101	82
COC(=O)C1=Nc2ccc(F)cc2/C1=C\c1sc(=O)[nH]c1S	90	93	94	108	86	92	106	.	98
O=C(c1ccc(F)cc1)c1ccc(F)cc1	120	102	101	109	92	104	101	102	81

(listing goes on)
SMILES	SF-268	HCT-116	U251	SF-295	SNB-19	SF-539	HCC-2998	KM12	SNB-75
O=c1c2cc(F)cc(F)c2sc2c(NCCCNCCO)nc3ccccc3c12	73	83	85	103	86	74	75	92	72
COc1ccc(C2=Nn3c(N=Nc4c(O)[nH]c5ccc(Cl)cc45)nnc3SC2)cc1	105	97	105	94	110	99	103	106	97
CCOC(=O)c1cc(C(=O)c2cc(OC)c(OC)c(OC)c2)n2nc(-c3ccc(C)cc3)ccc12	95	89	95	94	99	86	100	97	87
CCN(CC)CCC(=O)c1cccc2ccccc12	109	109	104	101	102	92	97	103	101
O=c1[nH]c(-c2ccc(Cl)cc2)cn1-c1ccc(-n2cc(-c3ccc(Cl)cc3)[nH]c2=O)cc1	109	101	104	101	94	104	106	106	98
COc1ccc(/C=C2\CCCC3=C2N=C2SC(C)=NN2C3c2ccc(OC)c(OC)c2)cc1OC (centres undefined)	39	-28*	16	25	45	6.9*	30	16	28
C=C1CCC2C3(C)COC(c4cccs4)OC3CCC2(C)C1C/C=C1/C(=O)OCC1O (centres undefined)	101	84	93	104	102	105	113	101	101
COc1ccccc1Nc1nc(SCCC(C)C)nc(-c2cc(OC)c(OC)c(OC)c2)c1C#N	100	101	99	105	99	100	104	97	107
S=C1SCN(Cc2ccccc2)CN1Cc1ccco1	94	25	97	.	101	66	103	58	92
N#CC1(c2ccc(Cl)cc2)CCCC1	104	100	102	102	108	91	100	110	93
CNc1cc(-c2cccc(OC(F)(F)F)c2)nc2ccc(N3CCCC3)cc12	56&62&79	-77*	-79*	-74*!	16&12&19	-68*	-33*!	1.5*!	77&107
C[C@H](NC(=O)c1c(N)nn2cccnc12)c1cc2cccc(C#Cc3cnn(C)c3)c2c(=O)n1-c1ccccc1	25	1.3*	17	12	39	22	.	-14*	-6.1*
Cc1cc(=O)n(C(=S)Nc2ccc(Cl)cc2)c2cc(O)ccc12	102	96	101	100	102	101	100	102	86
CC(=O)CC(=O)SC1=NCCS1	102	116	102	109	107	102	112	102	109
COc1ccc(-c2nc(SCC(C)C)nc(N/N=C(/C)c3ccc(N)cc3)c2C#N)cc1	83	93	81	101	85	85	97	81	66
CCN(CC)CCOC(=O)c1ccc(NC(=O)OCCCCOC(=O)Nc2ccc(C(=O)OCCN(CC)CC)cc2)cc1	104	81	96	101	105	87	103	96	85
CCNc1ccc2c(c1)C(=O)c1ccccc1-2	98	98	96	102	105	93	104	96	87
C=C(C)[C@@H]1CC=C2c3sc(NC(C)=O)nc3CC[C@]2(C)[C@H]1C	106	86	100	88	95	108	105	90	112
CC1(C)CC(=O)C=C(N2CCCC2)C1	117	109	.	110	115	121	120	133	107
COc1cccc(NC(=S)Nc2ccc(O)cc2)c1	116	114	106	105	98	100	97	112	90
O=C1/C(=C/C=C/c2ccco2)SC(=S)N1CC(=S)C1CCS(=O)(=O)C1 (centres undefined)	99	104	108	114	99	103	113	99	102
CCCCCCCCNC(C)C(O)c1ccc(SC(C)C)cc1 (centres undefined)	35	-97*	42	.	76	27	-80*	-72*	75
COc1cccc(C(=O)Nc2cccc(NC(=O)c3ccccn3)c2)c1	97	94	109	92	108	104	83	100	90
c1ccc2c(c1)CCC2c1ccc2ccccc2c1 (centres undefined)	97	94	99	96	100	94	100	93	78
CC(C)C1C(=O)OC1C(=O)N[C@H](C(=O)N[C@H](C(=O)O)C(C)C)C(C)C (some centres undefined)	101	81	105	105	104	97	94	100	100

Six compounds out of the list, ordered by molecular weight, smallest number first.
SMILES	SF-268	HCT-116	U251	SF-295	SNB-19	SF-539	HCC-2998	KM12	SNB-75
c1ccc2c(c1)CCC2c1ccc2ccccc2c1 (centres undefined)	97	94	99	96	100	94	100	93	78
S=C1SCN(Cc2ccccc2)CN1Cc1ccco1	94	25	97	.	101	66	103	58	92
Cc1cc(=O)n(C(=S)Nc2ccc(Cl)cc2)c2cc(O)ccc12	102	96	101	100	102	101	100	102	86
COc1cccc(C(=O)Nc2cccc(NC(=O)c3ccccn3)c2)c1	97	94	109	92	108	104	83	100	90
COc1ccc(/C=C2\CCCC3=C2N=C2SC(C)=NN2C3c2ccc(OC)c(OC)c2)cc1OC (centres undefined)	39	-28*	16	25	45	6.9*	30	16	28
C[C@H](NC(=O)c1c(N)nn2cccnc12)c1cc2cccc(C#Cc3cnn(C)c3)c2c(=O)n1-c1ccccc1	25	1.3*	17	12	39	22	.	-14*	-6.1*

2 compounds from above with just U251 and SF-295.
smiles	U251	SF-295
O=c1[nH]c(-c2ccc(Cl)cc2)cn1-c1ccc(-n2cc(-c3ccc(Cl)cc3)[nH]c2=O)cc1	104	101
CC(C)C1C(=O)OC1C(=O)N[C@H](C(=O)N[C@H](C(=O)O)C(C)C)C(C)C (some centres undefined)	105	105

Remaining list, next part.
SMILES	SF-268	HCT-116	U251	SF-295	SNB-19	SF-539	HCC-2998	KM12	SNB-75
COc1ccc(C2C=C(c3ccc(N)cc3)N=C3SC=CN32)cc1 (centres undefined)	83	43	76	.	93	95	55	78	.
C=CCOB(OCC=C)OCC=C	109	98	103	102	111	103	101	105	90
Brc1ccc(N/N=C/c2c[nH]c3ccccc23)nc1	21	6.5*	20	25	44	21	-1.1*	0.2*	27
COc1cc(C=O)cc([N+](=O)[O-])c1O	138	111	103	114	105	103	107	121	106
O=S(=O)(O)C(Nc1ccccc1)c1ccccc1 (centres undefined)	107	103	101	107	101	94	-13*	100	72
COc1cc2[nH]c(C(=O)c3cc(OC)c(OC)c(OC)c3)c(N)c2cc1C#CCO	33	10	23	.	26	-35*	13	11	8.9*
CCOC(=O)c1c2c(c(C)n1C)-c1ncncc1CC2	89	97	96	98	94	87	114	125	76
C[C@]12CCC(=O)C=C1C=CC1C2CC[C@@]2(C)C1CC[C@@]21CCC(=O)O1 (some centres undefined)	99	85	115	101	104	99	101	95	85
CCN(CC)c1nc(SCc2ccccc2Cl)ncc1C	113	94	93	97	96	129	106	108	98
O=C(CC(=O)c1ccccc1)CC(O)(/C=C/c1ccccc1)c1ccccc1 (centres undefined)	100	30	63	106	77	107	104	38	98
Cc1nc2ccccc2nc1SCc1nnc(Nc2ccc(Cl)cc2)s1	105	83	96	77	105	101	103	100	100
NC(N)=NN=c1c(=O)c2ccccc2c1=O	51	-38*	72	66	.	112	112	74	.
C=CCC(CC)(C(=O)Nc1ccc2nc(C)cc(N)c2c1)C(=O)Nc1ccc2nc(C)cc(N)c2c1	108	92	103	104	99	105	107	107	73
c1ccc(-n2ccc3c2-c2oncc2CC3)cc1	100	99	94	100	93	109	96	108	88
O=C(Nc1ccc(I)cc1F)c1cc(F)ccc1O	8.6*	-6.7*	-17*	-69*	17	1.3*	8.9*	-11*	-21*
O=C(CNc1nc(-c2ccccc2)cs1)Nc1ccc(Br)cc1	-12*	-45*	-90*	-98*	-99*	-98*	-98*	-68*	-3.2*
CC(=O)OCC1OC(OC(C)=O)C(Cn2cc(COc3ccc4c(c3)NC(=O)CC4)nn2)C(OC(C)=O)C1OC(C)=O (centres undefined)	112	120	108	125	106	103	122	108	84
c1ccc(CSc2ncccc2-c2nnc(NCCN3CCOCC3)s2)cc1	72	93	90	95	99	95	104	59	109
O=C(O)C1CSC(c2ccccc2)N1 (centres undefined)	102	101	105	100	96	.	103	101	97
O=c1[nH]c(=O)c2[nH]c(=S)n(-c3ccccc3)c2[nH]1	100	95	110	102	100	106	.	108	94
COc1ccc(Oc2nc(Nc3ccc(N4CCOCC4)cc3)ncc2NC(=O)Nc2cc(OC)cc(OC)c2)cc1	34	-56*	-36*	34	28	-32*	9.5*	24	53
CC(C)c1cc(C(C)C)c(S(=O)(=O)n2ccc3nc(Cl)nc(Cl)c32)c(C(C)C)c1	98	98	94	104	99	98	102	106	95
COc1cccc(-c2c(C#N)c(-c3ccc(Cl)cc3)nc3n[nH]c(-c4ccc(Cl)cc4)c23)c1	66	21	49	64	68	38	57	32	56
Nc1cc(-c2ccc(Cl)cc2)nn1-c1nc2ccccc2nc1Cc1ccccc1	.	73	91	.	90	100	95	.	84
CC(=NCCN)c1nc2ccccc2n1CCBr	111	96	103	102	87	96	105	113	78
SMILES	SF-268	HCT-116	U251	SF-295	SNB-19	SF-539	HCC-2998	KM12	SNB-75
CCCC[N+](C)(C)N	130	98	100	103	100	103	108	111	95
Clc1ccccc1-c1nc2ccccc2n2cccc12	96	104	104	113	112	97	99	94	78
O=[N+]([O-])c1ccc(-c2cc(-c3ccc(Nc4nc(Nc5ccc(Cl)cc5)nc(Nc5ccc(Cl)cc5)n4)cc3)no2)cc1	96	84	92	563	98	95	78	105	17
CCNCCNc1cc(-c2ccc(S(C)=O)cc2)c(C#N)c2nc3ccccc3n12 (centres undefined)	90	101	83	104	98	89	92	99	86
CCOC(=O)/C=C/C(=O)N1CCN(C(=O)/C=C/C(=O)OCC)C(C)C1 (centres undefined)	106	105	106	101	98	.	127	105	96
O=c1nc(-c2ccccc2)c2cc(-c3ccc(N4CCCC4)nc3)ccc2[nH]1	83	46	67	39	66	74	80	57	66
Cc1nnc(NC(=O)c2ccccc2O)nc1C	102	100	102	97	95	104	97	106	104
Cc1cc(=O)c2c(C)nn(-c3ccccc3)c2[nH]1	.	103	92	91	.	102	110	105	83
Cc1cc2[nH]c(=S)[nH]c2cc1C	86	108	106	96	114	102	109	103	107
CC(=O)Nc1cc(N2CCOCC2)c2nc(NC(=O)c3[nH]c(C)c(Cl)c3Cl)sc2c1	94	68	58	51	84	49	109	82	17
O=S(=O)(NCCCNc1nccc(-c2[nH]c(-c3ccccc3)nc2-c2ccc(Cl)c(O)c2)n1)c1cccc2ccccc12	47	16	15	13	38	45	70	22	43
O=C(OCCCOC(=O)c1cccc2c(=O)c3ccccc3[nH]c12)c1cccc2c(=O)c3ccccc3[nH]c12	99	102	101	105	102	95	109	102	90
